# CBFb-RUNX1 inh: qHTS Assay for Compounds Blocking the Interaction Between CBF-beta and RUNX1 for the Treatment of Acute Myeloid Leukemia. Runt-related transcription factor 1 (Homo sapiens) + Core-binding factor subunit beta …. AlphaScreen CBFb-His/RUNX1-biotin binding, biochemical. Potency, µM (doses to about 59.8 µM), for the others: top-dose activity, negative = inhibition, actives largely listed as inhibitors. 230,000 tested, under 10 active; further: % of control where 0% means no effect
# Target sequence (Q01196 whole entry, looked up): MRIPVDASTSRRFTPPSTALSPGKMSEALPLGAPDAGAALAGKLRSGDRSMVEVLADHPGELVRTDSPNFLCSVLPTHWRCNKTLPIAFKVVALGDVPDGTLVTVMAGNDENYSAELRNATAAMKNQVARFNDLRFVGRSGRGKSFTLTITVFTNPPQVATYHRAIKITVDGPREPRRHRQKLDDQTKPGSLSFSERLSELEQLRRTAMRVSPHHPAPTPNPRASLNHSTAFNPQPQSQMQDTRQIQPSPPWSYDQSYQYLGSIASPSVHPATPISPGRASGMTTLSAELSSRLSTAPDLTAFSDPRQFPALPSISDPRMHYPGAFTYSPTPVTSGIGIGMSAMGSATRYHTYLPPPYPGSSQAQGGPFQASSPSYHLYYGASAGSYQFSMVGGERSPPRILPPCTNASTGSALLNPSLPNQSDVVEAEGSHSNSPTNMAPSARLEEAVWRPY
# Target sequence (Q13951 whole entry, looked up): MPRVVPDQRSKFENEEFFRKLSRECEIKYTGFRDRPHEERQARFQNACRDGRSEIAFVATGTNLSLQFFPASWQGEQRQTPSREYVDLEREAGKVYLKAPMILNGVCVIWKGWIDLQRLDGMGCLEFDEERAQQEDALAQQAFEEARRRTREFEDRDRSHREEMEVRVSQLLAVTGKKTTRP
#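 His-tagged CBF-beta and biotinylated RUNX1 (30 nM each) were premixed 20 min at room temperature, exposed to compound for 15 min, then given nickel-chelate and streptavidin AlphaScreen beads (50 ng each). After 90 min, AlphaScreen signal was read.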
# Tau fluor counter: Counterscreen qHTS for Inhibitors of Tau Fibril Formation, Fluorescence Polarization; tau K18 P301L Alexa594 fluorescence, heparin fibrillization; Potency, µM (titrated, usually from 57.7 µM), for the others: at the highest dose activity change, negative = decrease; 280,000 compounds, 0.93% hits; further: potency means the concentration at half of the fitted maximal effect; on the % scale 0 is the no-effect control and ±100 the full control effect; nearly all actives have a fitted effect of over 55% in size
#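 Human tau K18 P301L (15 uM unlabeled, 0.24 uM Alexa 594-labeled) in 100 mM sodium acetate pH 7 with 20 uM heparin, 6 hr at 37 C. ThT 30 uM added, 1 hr ambient; Alexa 594 FP and total fluorescence read at 555/632 nm.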
# Epigenetic reg: Quantitative High-Throughput Screen for Regulators of Epigenetic Control; AID 1865, 2009; Potency, µM (titrated, usually from 53.9 µM), without a hit: top-dose GFP activation, most hits filed as activators; murine LDR cells, GFP reporter derepression, 30 h; 280,000 compounds, 0.2% hits; further: potency means the concentration at half of the fitted maximal effect; % of control where 0% means no effect; nearly all actives have a fitted effect of over 60% in size
#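 Murine LDR cells carrying a silenced, genomically integrated CMV-driven GFP reporter were exposed to compound for 30 hours at 37 C. After PBS washes, GFP-positive cells (20–120 um objects) were counted by laser-scanning microplate cytometry.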
# TR SRC2 fluor cs: Total Fluorescence Counterscreen for Inhibitors of the Interaction of Thyroid Hormone Receptor and Steroid Receptor Coregulator 2; TRb/SRC2 Texas Red total fluorescence interference; 280,000 compounds, 0.29% hits; Potency, µM (doses to about 106 µM), for inactives: at the top dose fluorescence change, negative = quenching; AID 1479, 2009; active means well fitted curve in either direction with a large enough effect; inconclusive means small, poorly fitted or top-dose-only effect; further: potency means the concentration at half of the fitted maximal effect; on the % scale 0 is the no-effect control and ±100 the full control effect
#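 Human TRβ ligand-binding domain (0.6 uM) and Texas Red SRC2 peptide (20 nM) in Tris buffer with 1 uM T3 and 5% DMSO were incubated with pinned compound for 5 hr at ambient temperature. Total fluorescence was computed as S + 2P (555/632 nm).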
# GLA spleen mod: qHTS Assay for Inhibitors and Activators of Human alpha-Galactosidase From Spleen Homogenate. Potency, µM (top dose mostly 80 µM), for inactives: at the top dose activity change, negative = inhibition, actives largely listed as inhibitors. 240,000 compounds, 0.008% hits. human spleen homogenate, 4MU-alpha-Gal fluorescence, 40 min;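 further: potency means the concentration at half of the fitted maximal effect; 0% = enzyme with vehicle and -100% = no enzyme basal signal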
#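 Human spleen homogenate (1 ug) as enzyme source, 4-methylumbelliferyl-alpha-D-galactopyranoside 1 mM final, citrate/phosphate pH 5.0 with 0.01% Tween-20. Compounds 40 min at 37C, NaOH/glycine stop; fluorescence Ex 365/Em 440, Hill-fit AC50.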
# Tau FP inhib: qHTS for Inhibitors of Tau Fibril Formation, Fluorescence Polarization; Microtubule-associated protein tau (Homo sapiens), P10636; Potency, µM (highest dose often 57.7 µM), inactives show at the top dose activity, negative = inhibition, hits mostly inhibitors; 280,000 compounds, 0.39% hits; K18 P301L tau heparin fibrillization, Alexa594 FP, 6 h; further: potency means the concentration at half of the fitted maximal effect; on the % scale 0 is the no-effect control and ±100 the full control effect; nearly all actives have a fitted effect of over 55% in size
#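 Compound effects on tau fibrillization are measured by Alexa 594 fluorescence polarization (ex 555, em 632 nm). K18 P301L tau is used at 15 uM with 0.24 uM labeled tracer, and 20 uM heparin induces aggregation over 6 hr at 37 C.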
# TRb-SRC2 inh: qHTS for Inhibitors of the Interaction of Thyroid Hormone Receptor and Steroid Receptor Coregulator 2; AID 1469, 2008; Thyroid hormone receptor beta (Homo sapiens), P10828; 280,000 compounds, 0.065% hits; TRbeta-SRC2 peptide binding, fluorescence polarization; receptor liganded with 1 µM T3; Potency, µM (top dose mostly 106 µM), without a hit: at the top dose activity change, negative = inhibition, actives largely listed as inhibitors;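 further: potency means the concentration at half of the fitted maximal effect; plate controls were bound peptide for no effect and peptide without receptor for full effect; nearly all actives have a fitted effect of over 50% in size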
#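 Binding of a 20-amino-acid Texas Red SRC2 peptide (20 nM) to TRb ligand-binding domain (0.6 uM) with agonist T3 at 1 uM was followed by fluorescence polarization after a 5 hr room-temperature incubation.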
# NPSR antag: qHTS Assay for Antagonists of the Neuropeptide S Receptor: cAMP Signal Transduction. 220,000 compounds, 1% hits. CHO-NPSR cells, cAMP TR-FRET, antagonist mode. AID 1461, 2008. Potency, µM (highest dose often 38.3 µM), for inactives: at the top dose activity change, negative = inhibition, actives largely listed as inhibitors; further: potency means the concentration at half of the fitted maximal effect; on the % scale 0 is the no-effect control and ±100 the full control effect; nearly all actives have a fitted effect of over 50% in size; many of its hits are not listed in these tables
# Target sequence (Q6W5P4 whole entry, looked up): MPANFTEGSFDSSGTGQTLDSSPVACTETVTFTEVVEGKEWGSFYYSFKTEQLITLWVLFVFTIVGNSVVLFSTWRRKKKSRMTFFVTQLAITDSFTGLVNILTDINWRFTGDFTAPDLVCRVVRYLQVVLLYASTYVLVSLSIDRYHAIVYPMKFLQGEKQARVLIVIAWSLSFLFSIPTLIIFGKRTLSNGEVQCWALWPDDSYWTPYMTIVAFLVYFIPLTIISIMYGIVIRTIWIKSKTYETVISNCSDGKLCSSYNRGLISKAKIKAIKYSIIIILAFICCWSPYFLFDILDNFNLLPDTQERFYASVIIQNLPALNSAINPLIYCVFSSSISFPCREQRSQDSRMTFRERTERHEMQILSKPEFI
# Starred values were filed as active, the others as inactive; u = inconclusive; x = no result given; [ ] = dose if it differs, or a comment. Unless noted, the call rests on the fitted dose curve; in most records, active means well fitted curve in the direction sought with a large enough effect; inconclusive means small, poorly fitted or top-dose-only effect, or another doubt; inactive means no such curve, though single readings can be large; an effect the other way counts as inactive or inconclusive. The list is partial; rates above refer to the full screens.
Compound | CBFb-RUNX1 inh | Tau fluor counter | Epigenetic reg | TR SRC2 fluor cs | GLA spleen mod | Tau FP inhib | TRb-SRC2 inh | NPSR antag
COCc1cc(=O)[nH]c(/N=C(\N)Nc2ccc(Cl)c(Cl)c2)n1 | 6% | 11% | 1.1% | -1% | 8% | 4% | 1% | 2%[7.67 µM]
COc1ccc(C(=O)c2cc3cccc(OC)c3o2)cc1 | 14% | u | -1.1% | -4% | 0% | u | -3% | -26%
O=C(/C=C/c1ccc([N+](=O)[O-])cc1)NCCOc1ccc(F)cc1 | -6% | u | -0.1% | -5% | -9% | 3% | -2% | u
Cc1ccc(F)cc1NC(=O)N1CCCN(c2ccc(C(F)(F)F)cn2)CC1 | 6% | -2% | 0.0% | -4% | -4% | 10% | 1% | -13%
CCSc1nc2nc(C)cc(C)n2n1 | 1% | -2% | -2.3% | 1% | -2% | -7% | 3% | 1%[46.1 µM]
C=CCNC(=S)Nc1c(C(=O)OC)[nH]c2cc(OC)ccc12 | 1% | 15% | 0.0% | -9% | 4% | u | 8% | 27%
COc1ccc(C2C(=O)N(CCc3ccccc3)CC(=O)N2C2CCCCC2)cc1 (stereo not given) | 7% | -4% | -0.8% | -1% | -1% | 6% | -3% | u
CC(C)c1ccccc1NC(=O)COC(=O)CCN1C(=O)/C(=C\C=C\c2ccccc2)SC1=S | -12% | -11% | -5.1% | 6% | 2% | u | 10% | -23%
COc1ccc(OC)c2[nH]c(=O)c(CCNC(=O)c3ccc(Br)o3)cc12 | 2% | -2% | 0.9% | -1% | 1% | 6% | -2% | -14%[46.1 µM]
O=C(CSc1nc2c(c(=O)[nH]1)CN(Cc1ccc3c(c1)OCO3)CC2)Nc1cc(F)ccc1F | x | u | -6.0% | 1% | x | 6% | -2% | x
Cc1cc(NS(=O)(=O)c2ccc(NC(=O)c3cc4c(=O)n5ccccc5nc4s3)cc2)nc(C)n1 | 22% | -10% | 1.9% | -7% | 16% | 1% | 2% | -11%
COc1ccc(C(C)(C)C)cc1NC(=O)c1c(C)noc1C | 5% | -3% | -2.1% | -1% | -7% | 0% | -7% | -26%[46.1 µM]
CC12CN(C(=O)c3ccco3)CC(c3ccccc3)(CN(C(=O)c3ccco3)C1)C2=O | 8% | -4% | 4.6% | -3% | -1% | u | -1% | 0%[46.1 µM]
COc1ccc2[nH]cc(S(=O)(=O)c3ccc(C)cc3)c2c1 | 4% | u | 6.5% | -6% | 3% | u | -4% | 19%
Nc1c(-c2ccccn2)cnn1-c1nc(-c2ccc(F)cc2)cs1 | 11% | u | -1.1% | -1% | -11% | -14% | 1% | -12%
O=C1CCCCCC1C1(O)C(=O)Nc2ccc(Br)cc21 (stereo not given) | 5% | -5% | 0.0% | -3% | -5% | -8% | 0% | -4%[46.1 µM]
COc1ccc(CNC(=O)COC(=O)c2n[nH]c3ccccc23)cc1 | -2% | -11% | -0.3% | 3% | -3% | -1% | 1% | -12%[46.1 µM]
COc1ccc(CNC(=O)CN2CCN(S(=O)(=O)c3cccs3)CC2)cc1OC | 0% | -1% | -3.4% | -2% | -7% | -3% | 2% | 2%
COC(=O)c1ccccc1NC(=O)CN(c1cc(OC)ccc1OC)S(C)(=O)=O | -9% | -22% | -1.9% | 2% | -8% | -1% | -14% | -8%[46.1 µM]
O=C1C=C(NCc2ccco2)C2(CCCCC2)O1 | 10% | -8% | 3.6% | -4% | 4% | -6% | 4% | -7%[46.1 µM]
Cc1cccc(NC(=O)C2CCC(CNS(=O)(=O)c3ccc4c(c3)CCCC(=O)N4)CC2)c1C (stereo not given) | x | -4% | 2.7% | -3% | x | 9% | 2% | x
Cc1cc(C)cc(OCC(=O)Nc2ccc(Cl)c(-c3nc4ncccc4o3)c2)c1 | x | u | -1.0% | 0%[11.2 µM] | x | -16% | 8%[11.2 µM] | x
O=C(Cc1ccccc1)NCC(=O)OCC(=O)c1ccc(OC(=O)c2ccccc2)cc1 | 1% | 4% | -0.2% | 4% | 12% | 5% | -4% | 6%[46.1 µM]
COc1cc(C)c(S(=O)(=O)N2CCCC2)cc1C(C)C | 14% | -7% | 2.3% | -3% | -1% | -2% | -4% | -27%
COc1ccc(-c2c(C#N)c(SCC(=O)Nc3ccc(C)c(C)c3)nc(C)c2C(=O)Nc2ccc(Cl)cc2)cc1 | x | -6% | -0.8% | -17% | x | u | 6% | x
CCc1ccc2oc(C(=O)Nc3cc(C)ccc3C)cc(=O)c2c1 | x | 4% | 1.1% | -4% | x | -6% | 1% | x
Cc1cc(C)cc(N(CC(=O)NC2CCC(C)CC2)S(=O)(=O)c2c(C)[nH]c(=O)[nH]c2=O)c1 (stereo not given) | -5% | 7% | 1.1% | -4% | -1% | 7% | -1% | -1%
CCOC(=O)N1CCC(NS(=O)(=O)c2cc3c(cc2C)NC(=O)CO3)CC1 | 6% | -7% | 2.2% | -1% | 4% | 1% | 8% | -9%[46.1 µM]
COc1ccc(NC(=O)c2c(-c3ccccc3)c(-c3ccccc3)nn(C)c2=O)c(OC)c1 | x | -7% | -2.6% | 0% | x | 2% | 3% | x
CC1(C)CC(=O)C(C=Nc2ccc3c(c2)OCO3)=C(O)C1 | 1% | -8% | 0.0% | -3% | 0% | -3% | -3% | -12%[46.1 µM]

# New compounds follow.
Compound | CBFb-RUNX1 inh | Tau fluor counter | Epigenetic reg | TR SRC2 fluor cs | GLA spleen mod | Tau FP inhib | TRb-SRC2 inh | NPSR antag
O=C1OCc2ccc(NC(=O)C3CC3)cc21 | 10% | -7% | 1.1% | -2% | 10% | -2% | -3% | -20%
Cc1cccnc1NC(=O)C1c2ccccc2Oc2ccccc21 | 1% | 0% | 3.0% | -2% | -3% | -4% | -8% | -8%
NS(=O)(=O)c1ccc(N2CCCC2=O)c([N+](=O)[O-])c1 | 7% | -9% | -1.1% | -2% | 14% | -5% | 0% | 16%
COC(=O)c1c(NC(=O)/C=C/C(=O)O)sc(C)c1-c1ccc(C)cc1 | -3% | 5% | 1.1%[10.1 µM] | -3% | 7% | 6% | u | -50%
COC(=O)c1ccc(-c2ccc(/C=N/N3C(=O)C4C5C=CC(CC5)C4C3=O)o2)cc1 (stereo not given) | 5% | 5% | 0.0% | -3% | 5% | 10% | 1% | -19%
CCN(C(=O)CSc1nnc(-c2cc3occc3n2C)n1-c1ccccc1C)c1ccccc1 | x | -3% | 0.0% | 79µM*[quencher] | x | -2% | -21% | x
CC(C)Oc1ccc(C(=O)NC(Cc2c[nH]c3ccccc23)C(=O)NN)cc1 (stereo not given) | -8% | -11% | -1.0% | -2% | -2% | 4% | -4% | 3%
O=C(/C=C/c1ccc(F)cc1)NC(Cc1c[nH]c2ccccc12)C(=O)O (stereo not given) | 0% | -9% | -0.2% | -4% | -6% | -4% | 0% | 10%
Cc1ccc(NC(=O)c2c(C)nc3sc(C(=O)Nc4ccc(F)cc4)c(N)c3c2-c2ccccc2Cl)c(C)c1 | x | -18% | u | -2% | x | u | -8% | x
Cc1cc(C)n2nc(C(=O)OCC(=O)Nc3ccc4c(c3)OCO4)nc2n1 | -4% | -13% | 1.3% | 1% | 0% | -3% | -25% | -8%[46.1 µM]
COc1ccccc1N(CC(=O)N/N=C/c1ccc(OCC(=O)NCc2ccco2)cc1)S(=O)(=O)c1ccc(C)cc1 | -11% | -23% | 1.8% | -1% | 4% | 2% | -2% | -20%[46.1 µM]
CCN(CC)S(=O)(=O)c1ccc(Cl)c(NC(=O)COc2ccccc2[N+](=O)[O-])c1 | -9% | -1% | 0.3% | -2%[53 µM] | 1% | 2% | -4%[53 µM] | -4%
CC1CCN(S(=O)(=O)c2ccc3nc(N4CCN(c5ccccc5)CC4)ccc3c2)CC1 | x | 0% | -3.7% | -1% | x | 0% | 3% | x
COc1ccc(Nc2cc(C)nc3c(C)c(C)ccc23)cc1 | x | -8% | -1.1% | -2% | x | -2% | 2% | x
S=C(c1c[nH]c2ccc(Br)cc12)N1CCOCC1 | -6% | 1% | -0.2% | -1% | 6% | 7% | 9% | 9%
COc1ccccc1-c1ccc(/C=C2/C=C(C)OC2=O)o1 | -19% | -21% | 0.2% | 5% | u | -8% | 6% | -22%
COc1cccc(Cn2c(-c3cccs3)noc2=O)c1 | 7% | 5% | -0.1% | 2% | 6% | 9% | -3% | -7%[46.1 µM]
COc1ccccc1NC(=O)N(c1c(N)n(Cc2ccccc2)c(=O)[nH]c1=O)C1CCCC1 | 0% | 2% | -2.7% | 0% | -6% | -13% | 1% | -17%[46.1 µM]
Cc1cccc(N/C(N)=N/c2nc3c(c(=O)[nH]2)CCCC3)c1 | 6% | 1% | -1.1% | -3% | -2% | 3% | 7% | -7%[46.1 µM]
Cn1c(/N=C/c2c[nH]c3ccccc23)nc2ccccc21 | 0% | u | -4.2% | 0% | 9% | -11% | -5% | -15%[46.1 µM]
O=C(c1ccc(=O)oc1)N1CCC(C(O)(c2ccccc2)c2ccccc2)CC1 | u | -14% | -1.3% | 3% | 1% | -8% | 1% | 4%
Cc1onc(-c2ccccc2)c1C(=O)Nc1sc2c(c1C#N)CCC2 | -3% | -27% | -1.6% | 1% | 0% | -2% | -11% | -2%[46.1 µM]
Cc1ccc(C)c(-n2nnnc2SCC(=O)Nc2cccc(-c3nnc4n3CCCCC4)c2)c1 | 1% | -10% | -7.1% | -2% | 4% | 8% | -19% | u
O=C(CSc1nnc(NC(=O)Cc2ccccc2)s1)NCc1ccco1 | -10% | -4% | -4.4% | -3% | 4% | -10% | 3% | -2%
